PME-1 inh: blocks human protein phosphatase methylesterase 1. Q9Y570. recombinant PME-1, FP-Rh probe fluorescence polarization. inhibition, % at 5.9 µM. 320,000 compounds, 0.53% hits;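 active means inhibition above the campaign mean of all compounds plus 3 SD, cut at about 26% in these data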;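 further: competitive labeling of PME-1 active site by serine hydrolase directed probe; 0% = PME-1 with DMSO and 100% = wells lacking PME-1 enzyme; inhibitors block probe labeling so polarization falls and inhibition rises; many of its hits are not listed in these tables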
Target sequence (Q9Y570 whole entry, looked up): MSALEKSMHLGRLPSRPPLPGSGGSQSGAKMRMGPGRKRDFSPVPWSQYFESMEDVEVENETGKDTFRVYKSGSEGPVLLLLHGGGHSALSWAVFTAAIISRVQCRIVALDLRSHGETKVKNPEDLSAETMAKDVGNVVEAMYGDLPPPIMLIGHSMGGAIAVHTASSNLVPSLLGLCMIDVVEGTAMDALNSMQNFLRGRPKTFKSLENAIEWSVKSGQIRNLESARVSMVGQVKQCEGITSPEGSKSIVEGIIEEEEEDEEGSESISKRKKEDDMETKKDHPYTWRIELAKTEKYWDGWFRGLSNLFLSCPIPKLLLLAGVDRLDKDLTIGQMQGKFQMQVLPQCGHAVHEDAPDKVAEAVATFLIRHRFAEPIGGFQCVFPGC
MCL1 BIM primary: MCL1-BIM-BH3 interaction inhibition (human); Q07820; GST-MCL1 / FITC-Bim-BH3 fluorescence polarization; inhibition, % at 10.9 µM; 320,000 compounds, 0.68% hits; AID 2057;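 active means inhibition above the mean inhibition of all tested compounds plus 3 SD, set per campaign, cut at about 40% in these data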;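 further: 0% = DMSO wells and 100% = unlabeled Bim-BH3 peptide control; higher means more loss of mP so more displacement of Bim peptide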
MEX-5 binding: C. elegans MEX-5 TCR-2 RNA binding activity; Q9XUB2; MEX-5/FITC-TCR2 RNA binding, fluorescence polarization; hits give low values; activity score (negative = inhibition of binding), % at 10 µM; 300,000 compounds, 0.38% hits; AID 1832;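 active means inhibition past about -25% in most replicates, and total fluorescence under double the plate's negative control median, limit read from the data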;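 further: 0% = DMSO and -100% = 5 µM competing unlabeled TCR2 RNA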
Target sequence (Q9XUB2 whole entry, looked up): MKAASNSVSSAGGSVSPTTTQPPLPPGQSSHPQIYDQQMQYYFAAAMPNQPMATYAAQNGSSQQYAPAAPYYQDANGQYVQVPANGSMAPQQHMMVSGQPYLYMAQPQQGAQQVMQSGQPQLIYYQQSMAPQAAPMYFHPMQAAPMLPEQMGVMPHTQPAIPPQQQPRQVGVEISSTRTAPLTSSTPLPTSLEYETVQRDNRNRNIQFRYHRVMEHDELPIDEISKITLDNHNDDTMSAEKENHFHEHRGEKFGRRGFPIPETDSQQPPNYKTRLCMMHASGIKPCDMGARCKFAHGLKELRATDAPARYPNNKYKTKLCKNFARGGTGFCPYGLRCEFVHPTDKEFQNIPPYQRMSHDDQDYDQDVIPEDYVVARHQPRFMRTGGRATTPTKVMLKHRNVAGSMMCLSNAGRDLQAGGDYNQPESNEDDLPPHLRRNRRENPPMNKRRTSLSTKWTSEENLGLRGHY
PAD4 inh: inhibitors of human PAD4 | inhibition, % at 6.36 µM | recombinant PAD4, RCA probe fluorescence polarization | Q9UM07 | 330,000 compounds, 0.41% hits;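 active means percent inhibition above a cutoff equal to the mean of all tested compounds plus 3 SD, cut at about 15% in these data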;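 further: 0% = PAD4 with RCA probe and DMSO and 100% = probe without PAD4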
TPT1 inh: C. albicans TPT1 enzyme inhibition. inhibition, % at 5 µM. recombinant caTPT1, FP RNA substrate dephosphorylation. 300,000 compounds, 0.81% hits;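 active means inhibition above the mean of all tested compounds plus 3 SD, set per screening campaign, cut at about 24% in these data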;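 further: plate controls were DMSO alone for no effect and ferristatin control at 100 nM for full effect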
Fam108B inh: blocks mouse Fam108B hydrolase in RBBP9 counter-screen | recombinant Fam108B, FP-Rh probe fluorescence polarization | inhibition, % at 9.51 µM | 300,000 compounds, 0.33% hits;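 active means inhibition above the screen mean inhibition plus 3 SD, computed separately per campaign, cut at about 18% in these data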;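 further: inhibitors lower polarization as less probe binds the enzyme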
Bcl-xL primary: Bcl-xL (human) inhibition. AID 2129. GST-Bcl-xL / FITC-Bim BH3 peptide fluorescence polarization. 320,000 compounds, 0.7% hits. inhibition, % at 10.9 µM;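 active means inhibition above the mean of all tested compounds plus 3 SD, cutoff set per campaign, cut at about 30% in these data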;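 further: 0% = DMSO wells and 100% = unlabeled Bim-BH3 peptide competitor; inhibitors lower millipolarization by displacing the labeled peptide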
Target sequence (Q07817 whole entry, looked up): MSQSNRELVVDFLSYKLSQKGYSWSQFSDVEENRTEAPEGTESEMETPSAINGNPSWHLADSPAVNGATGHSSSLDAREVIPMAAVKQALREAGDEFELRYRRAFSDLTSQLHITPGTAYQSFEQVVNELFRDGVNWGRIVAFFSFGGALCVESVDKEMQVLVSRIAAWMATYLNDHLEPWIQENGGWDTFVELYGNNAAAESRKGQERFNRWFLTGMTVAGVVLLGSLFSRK
GLD-1 RNA inh: GLD-1-TGE RNA interaction inhibition (C. elegans) | Q17339 | purified GLD-1 + fluorescein TGE RNA, fluorescence polarization | inhibition, % at 5.96 µM | 320,000 compounds, 0.44% hits;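 active means percent inhibition above a per-plate cutoff, the plate mean of test compounds plus 3 SD, cut at about 30% in these data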;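 further: 0% = DMSO wells with GLD-1 and probe and 100% = wells lacking GLD-1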
GSTO1 inh: blocks human GSTO1 in RBBP9 counter-screen. P78417. recombinant GSTO1, activity-based probe fluorescence polarization. inhibition, % at 5.96 µM. 300,000 compounds, 1.1% hits;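 active means inhibition above the campaign mean inhibition plus 3 SD, cut at about 35% in these data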;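 further: 0% = GSTO1-1 with DMSO and 100% = wells lacking GSTO1-1 enzyme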
Numbers without * were called inactive; / = not tested or not shown.

SMILES	PME-1 inh	MCL1 BIM primary	MEX-5 binding	PAD4 inh	TPT1 inh	Fam108B inh	Bcl-xL primary	GLD-1 RNA inh	GSTO1 inh
CCCCCCOC(=O)C[N+](C)(C)CCOC1CC2CCC1(C)C2(C)C (configuration not stated)	8	2	-5.4	1	0	-2	2	2	-4
COC(=O)/C(=C/Nc1ccccc1)[N+](=O)[O-]	-8	-3	1.8	3	1	-2	-2	5	-4
O=S(=O)(Nc1ccc(S(=O)(=O)Nc2nccs2)cc1)c1ccc(Br)cc1	9	-3	1.8	1	1	-2	0	-1	6
Cc1ccc(Cl)cc1NC(=O)CN1C(=O)NC2(CCCCCC2)C1=O	-3	4	/	-1	/	/	6	5	/
CCOC(=O)C(C)Sc1nnc(Cc2cc(=O)[nH]c(=O)[nH]2)n1-c1ccc(Cl)cc1 (configuration not stated)	0	12	-4.5	-2	-5	0	18	24	3
COc1ccccc1CCNS(=O)(=O)c1cn(C)c(=O)n(C)c1=O	0	4	/	2	0	2	5	1	3
CCN(CC)S(=O)(=O)c1ccc(C)c(NC(=O)COc2ccc(Cl)cc2Br)c1	0	-23	0.6	0	-3	2	1	-2	15
CCCCn1c(=O)c(CCC(=O)OC(C)C(=O)Nc2cccc(Cl)c2Cl)nc2ccccc21 (configuration not stated)	4	3	0.5	-1	2	-5	6	3	4
Cn1cnc2cc(NC(=O)c3ccco3)ccc21	2	0	-0.4	-9	1	3	-1	4	-3
CCOC(=O)c1[nH]c2ccc(Br)cc2c1NC(=O)CCN1CCN(C(=O)OCC)CC1	1	-6	-0.3	1	-5	-2	-6	-1	4
COc1cc(OC)c2c(c1)O/C(=C\c1ccccc1)C2=O	9	4	0.2	-1	0	0	2	7	0
O=C(Nc1cccc(C(F)(F)F)c1)c1cc(-c2cccs2)on1	0	7	0.5	6	0	2	-1	7	18
CC(NC(=O)c1ccccc1NC(=O)CSc1nnnn1C)c1ccccc1 (configuration not stated)	-4	-3	-0.7	0	-2	0	0	7	2
O=C(Nc1ccccc1C(F)(F)F)c1cccnc1	-2	9	0.3	-2	2	5	2	5	-1
COc1ccccc1-c1nn(-c2ccccc2)cc1C(=O)N1CCc2ccccc2C1	7	0	/	-2	/	/	-1	2	/
CCn1c(=O)c(C(=O)Nc2ccc(C)cc2)c(O)c2ccccc21	9	9	0.1	0	-2	-2	6	2	5
Cc1ccc(NC(=O)C2C3CCC(O3)C2C(=O)O)c(Br)c1 (configuration not stated)	0	8	1.3	0	5	0	-2	6	1
Cc1ccc(C)c(-n2ccnc2SCC(=O)Nc2cccc(S(=O)(=O)NC3=NCCC3)c2)c1	-2	3	/	-3	/	/	-2	0	/
Cc1sc2nc(COC(=O)CNC(=O)c3ccc(C(C)(C)C)cc3)[nH]c(=O)c2c1C	-2	-4	2.5	6	6	-4	2	4	1
C=C[C@@H]1c2ccccc2N(S(=O)(=O)c2ccc(C)cc2)[C@H](c2ccccc2)C1(C#N)C#N	-36	2	/	2	/	/	0	3	/
COc1ccc(OCC(=O)Nc2ccc3oc(-c4ccncc4)nc3c2)cc1	-14	-2	0.0	-4	-1	-6	1	-4	1
Brc1ccc(C2=CSC3=NCCN23)cc1	7	13	-1.2	0	-7	4	7	9	8
O=C(c1cccs1)N(Cc1ccc(F)cc1)C1CCS(=O)(=O)C1 (configuration not stated)	1	-8	3.1	0	5	1	-2	7	2
CCOC(=O)c1sc(NC(=O)CSc2nc3ccccc3o2)c(C(=O)OCC)c1C	5	-5	2.5	0	2	-1	-5	2	2
O=C(NCC(c1ccco1)N1CCN(c2ccc(F)cc2)CC1)C(=O)NC1CC1 (configuration not stated)	-1	1	0.3	0	-2	3	2	-9	9

(next part)
SMILES	PME-1 inh	MCL1 BIM primary	MEX-5 binding	PAD4 inh	TPT1 inh	Fam108B inh	Bcl-xL primary	GLD-1 RNA inh	GSTO1 inh
CSCCC(NS(=O)(=O)c1ccc(C)cc1)C(=O)N1CCN(S(=O)(=O)c2ccc(F)cc2)CC1 (configuration not stated)	2	-3	-2.7	-2	1	0	4	-5	9
COC(=O)Cn1c(=O)c2c(nc3n2CC(C)CN3Cc2ccccc2)n(C)c1=O (configuration not stated)	0	-10	0.5	-5	1	0	-3	-7	-3
COc1ccc(/C=N/NC(=O)CCNc2n[nH]c(=O)[nH]c2=O)c(OC)c1	-8	3	-0.4	-6	2	-4	2	-7	13
O=C(COC(=O)c1ccc(Br)cc1)NCCN1C(=O)CSC1=O	4	3	-2.5	-1	-3	2	7	-2	-2
Cc1cc(C(=O)NCCCN2CCOCC2)n(-c2ccccc2)n1	1	9	1.3	4	-1	1	5	-1	5
Cc1ccccc1N(CC(N)=O)S(C)(=O)=O	-5	1	2.2	-4	-8	4	3	8	-1
COc1ccc(NC(=O)COc2coc(CN3CCN(c4ccccc4)CC3)cc2=O)cc1	4	8	-0.9	-4	1	6	14	0	-3
CN(CCC1CCOCC1)C(=O)CC1C(=O)NCCN1Cc1ccoc1 (configuration not stated)	2	4	0.8	0	1	2	5	1	-6
CC(C)n1nnc2ccccc2c1=O	1	-4	0.5	-2	2	1	5	4	1
CCC(=O)Nc1cccc(-c2nc3ccccc3c(=O)o2)c1	-2	3	1.8	-2	-2	-4	4	-1	-8
COc1cccc(NC(C)C(=O)Nc2cc([N+](=O)[O-])ccc2Cl)c1 (configuration not stated)	-3	-6	1.4	3	-1	5	3	4	16
Cc1ccc(-c2cc(C(=O)NCCCn3ccnc3)no2)cc1	3	9	0.1	1	0	1	4	4	3
COc1ccc2oc(C(=O)OCC(=O)NC3(C#N)CCCC3)c(C)c2c1	0	0	1.7	-1	2	3	1	-3	1
O=C(NC1CCCCC1)C1CN(S(=O)(=O)c2ccccc2)CCN1S(=O)(=O)c1ccccc1 (configuration not stated)	-9	-1	-1.6	-3	0	-4	1	3	4
N#Cc1ccccc1S(=O)(=O)N1CCN(C(=O)CCC2CCCC2)CC1	-2	-14	/	3	/	/	-12	3	/
Cc1ccc(Cl)c2c1NC(=O)C2(O)CC(=O)c1ccc(Br)cc1 (configuration not stated)	-4	1	0.9	0	-1	-2	0	6	-6
O=c1cc(NS(=O)(=O)c2ccccc2)nc(SCc2ccccc2Cl)[nH]1	-5	9	0.4	0	-2	0	9	-3	-6
Cc1cc(C)n2nc(CC(=O)NC3CCCC(C)C3C)nc2n1 (configuration not stated)	4	4	-1.6	-2	-1	-2	1	6	0
CCC(=O)N1CCc2cc(S(=O)(=O)N3CCCCC3CC)ccc21 (configuration not stated)	5	5	/	1	3	2	4	11	-3
COc1ccc(C(CNC(=O)C(=O)NC2CCCC2)N2CCN(C)CC2)cc1 (configuration not stated)	4	6	0.3	-4	0	-1	6	1	-1
Clc1ccc(OCCN2CCN(c3ncnc4sccc34)CC2)cc1	-15	4	-1.4	-1	3	-5	2	4	17
c1ccc(C2(Cn3ccc4ccccc43)OCCO2)cc1	-4	5	-4.5	1	-8	4	5	13	0
Cc1ccc(NC(=O)Cn2ccsc2=N)cc1S(=O)(=O)N(C)C	0	8	3.9	3	-5	4	5	0	5
COC(=O)CSc1nc(C)c(C(C)=O)cc1C#N	-2	0	1.3	3	-2	-4	2	4	4
CCOC(=O)c1ccc(NS(=O)(=O)c2cc3c4c(c2)CCN4C(=O)CC3)cc1	9	-1	0.9	4	1	1	-3	2	11

The list continues.
SMILES	PME-1 inh	MCL1 BIM primary	MEX-5 binding	PAD4 inh	TPT1 inh	Fam108B inh	Bcl-xL primary	GLD-1 RNA inh	GSTO1 inh
C=CCOc1c(CNC2CCCC2)cc(Cl)cc1OC	-2	1	-0.1	0	-1	-2	3	-5	-8
COC(=O)COc1ccccc1C(=O)Nc1ccc(OC)cc1	5	9	-0.7	-4	0	-2	6	1	6
Cc1nonc1NC(=O)c1ccc(Cl)c(S(=O)(=O)N2CCCCC2)c1	0	7	-4.8	-5	-3	-2	5	-1	22
CCN(Cc1ccccc1)S(=O)(=O)c1cn(C)cn1	-2	-2	1.4	3	-2	-2	3	2	17
CO/N=C/c1cc([N+](=O)[O-])ccc1Sc1ccc(C)cc1	-1	-2	-1.4	3	0	1	1	0	2
O=C(c1cn(Cc2ccccc2)nc1-c1cccnc1)N1CCN(Cc2c(F)cccc2Cl)CC1	1	0	/	0	/	/	1	2	/
CC1Cc2ccccc2N1C(=O)COc1cccc(-n2cnnn2)c1 (configuration not stated)	-4	2	-0.7	-3	1	5	5	-1	-1
CC(C)C(c1nnnn1Cc1cccs1)N1CCN(C(=O)c2ccco2)CC1 (configuration not stated)	-1	-7	-0.8	-3	1	3	-1	10	2
O=C1C(c2ccc(F)cc2)N(C2CCCCC2)C(=O)CN1C1CCCC1 (configuration not stated)	-4	-3	-2.3	-1	-1	-1	1	0	3
Cc1cccc(C)c1NC(=O)CS(=O)CC(=O)NCC1OCCc2ccccc21 (configuration not stated)	-8	-2	-2.5	-2	0	-2	2	-2	1
CC(C)C[C@H](NC(=O)NCc1ccc(Cl)cc1)C(=O)O	-5	6	1.1	4	-4	3	5	4	10
O=C(Cc1cscn1)c1ccc(O)cc1O	-5	-2	/	-5	-1	1	7	2	1
CN1C(=O)/C(=C2\SC(N)=NC2=O)c2ccccc21	3	17	-2.7	0	-1	-2	13	6	2
COc1ccc(NC(=S)NC23CN4CN(CN(C4)C2)C3)c(OC)c1	-7	3	0.1	-2	0	-5	6	4	0
CNC(=O)c1ccc(Nc2nnc(-c3ccc(C(N)=O)cc3)c3ccccc23)cc1	-4	4	1.4	2	0	-2	12	6	-5
CC1CCCC(C)N1C(=O)COc1ccc([N+](=O)[O-])cc1Cl (configuration not stated)	-2	8	2.4	-4	0	-2	8	1	1
COc1cccc(/C=N/Nc2nn3cnnc3c3ccccc23)c1O	-20	4	2.2	-3	-3	7	10	1	14
Cc1cc(=O)[nH]c(SCC(=O)Nc2ccc(C(=O)O)cc2)n1	-1	-3	0.5	-2	0	1	-3	6	-2
CC1(C)Cc2c(sc(NC(=O)c3ccccc3Cl)c2C(=O)O)CO1	-2	2	-1.2	3	2	2	8	0	-62
O=C(COC(=O)CC12CC3CC(CC(Br)(C3)C1)C2)NC(=O)NCc1ccco1	-1	2	-3.5	3	0	2	2	5	0
CCC(C)NC(=O)Cn1c(=O)sc2ccccc21 (configuration not stated)	3	6	-1.2	-5	-1	1	4	0	2
Cn1c(=O)cc(SCC(=O)NCC2CCCO2)c2ccc(Cl)cc21 (configuration not stated)	2	3	0.0	-2	-1	-5	1	2	5
CCOc1ccc(C(=O)N2CCn3c2nc2ccccc23)cc1	4	0	1.5	-8	-2	0	4	1	15
CCC(C(=O)NC1CCCCC1)n1c(SCc2cccc(C)c2)nc2ccncc21 (configuration not stated)	-4	4	0.4	-6	0	-2	1	11	-4
NS(=O)(=O)c1ccc(NC(=O)C2C3C=CC(C3)C2C(=O)O)cc1 (configuration not stated)	0	0	-0.4	4	-4	-2	0	-4	2
COc1ccc(-c2csc(NC(=O)CC(C)C)n2)cc1	3	5	-2.5	0	2	2	2	6	3

4 compounds from above, sorted by SMILES length, ascending.
SMILES	PME-1 inh	MCL1 BIM primary	MEX-5 binding	PAD4 inh	TPT1 inh	Fam108B inh	Bcl-xL primary	GLD-1 RNA inh	GSTO1 inh
O=C(Cc1cscn1)c1ccc(O)cc1O	-5	-2	/	-5	-1	1	7	2	1
CC(C)C[C@H](NC(=O)NCc1ccc(Cl)cc1)C(=O)O	-5	6	1.1	4	-4	3	5	4	10
CC1CCCC(C)N1C(=O)COc1ccc([N+](=O)[O-])cc1Cl (configuration not stated)	-2	8	2.4	-4	0	-2	8	1	1
O=C(c1cn(Cc2ccccc2)nc1-c1cccnc1)N1CCN(Cc2c(F)cccc2Cl)CC1	1	0	/	0	/	/	1	2	/

These rows are one share of the data (hit frequency here may not be typical).
